Bioassay records: PubChem BioAssay, several laboratories
BioA inh = M. tuberculosis BioA enzyme inhibitors, primary screen, biochemical, plate reader, single point, HTS; inhibition, % at 9.99 µM; purified M. tuberculosis BioA enzyme; actives 0.096% (n = 360,000); in the data active = inhibition above about 40%; inconclusive = no clear call, values can overlap the other calls
Mtb FBA inh = Mtb FBA enzyme inhibitors, primary screen, biochemical, fluorescence, strain H37Rv | Fructose-bisphosphate aldolase (Mycobacterium tuberculosis (strain ATCC 25618 / H37Rv)), … | purified M. tuberculosis FBA, fluorescence read-out | inhibition, % at 1 µM | AID 588726, 2011 | actives 2.3% (n = 360,000); in the data active = inhibition above about 27%;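 also: 0% = vehicle and 100% = reference inhibitor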
Target sequence (P9WQA3 whole entry, looked up): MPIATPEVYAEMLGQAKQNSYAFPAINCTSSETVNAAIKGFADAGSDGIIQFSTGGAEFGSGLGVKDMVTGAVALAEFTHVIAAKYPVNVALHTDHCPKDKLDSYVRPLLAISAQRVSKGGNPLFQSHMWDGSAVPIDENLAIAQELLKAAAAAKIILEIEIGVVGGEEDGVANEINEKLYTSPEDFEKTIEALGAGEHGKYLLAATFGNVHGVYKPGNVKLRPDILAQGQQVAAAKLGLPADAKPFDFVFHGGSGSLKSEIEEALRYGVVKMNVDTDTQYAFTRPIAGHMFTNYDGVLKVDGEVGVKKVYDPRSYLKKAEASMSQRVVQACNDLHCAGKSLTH
Mtb UGM inh = M. tuberculosis UGM enzyme inhibitors, primary screen, biochemical, fluorescence polarization, single point; UDP-galactopyranose mutase (Mycobacterium tuberculosis (strain ATCC 25618 / H37Rv)), …; purified UGM, fluorescence polarization probe displacement; inhibition, % at 10 µM; actives 0.06% (n = 320,000); AID 504406, 2011; in the data active = inhibition above about 10%, passing the limit was not always enough; inconclusive = no clear call, values can overlap the other calls
Target sequence (P9WIQ1 whole entry, looked up): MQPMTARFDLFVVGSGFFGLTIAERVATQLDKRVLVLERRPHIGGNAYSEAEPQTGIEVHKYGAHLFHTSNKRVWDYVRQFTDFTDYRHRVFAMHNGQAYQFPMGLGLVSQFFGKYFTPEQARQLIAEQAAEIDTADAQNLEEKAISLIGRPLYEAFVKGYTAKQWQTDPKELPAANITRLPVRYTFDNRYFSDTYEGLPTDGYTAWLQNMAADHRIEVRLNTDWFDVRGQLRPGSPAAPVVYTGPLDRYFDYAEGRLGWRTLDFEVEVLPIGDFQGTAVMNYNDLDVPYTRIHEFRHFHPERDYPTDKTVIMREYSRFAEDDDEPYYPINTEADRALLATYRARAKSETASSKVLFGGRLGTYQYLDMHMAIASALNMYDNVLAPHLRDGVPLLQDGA
GDH-TPI counter = GDH-TPI coupling enzyme inhibitors, primary screen, artefact control for M. tuberculosis FBA inhibitor project, biochemical, absorbance, full deck. GDH-TPI coupled enzyme counterscreen, NADH absorbance. inhibition, % at 4.8 µM. actives 1.2% (n = 360,000); in the data active = inhibition above about 30%;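 also: 0% = DMSO wells and 100% = wells lacking the enzyme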
Rv3671c protease = Rv3671c serine protease inhibitors, primary screen, biochemical, fluorescence polarization, M. tuberculosis H37Rv | AID 2606, 2010 | P9WHR9 | actives 0.048% (n = 320,000) | inhibition, % at 5.96 µM; in the data active = inhibition above about 38%;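 also: extracellular domain of Rv3671c used as enzyme; 0% = enzyme with DMSO and 100% = no enzyme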
MazF activator = activators of E. coli MazEF toxin-antitoxin RNase, primary screen, biochemical, fluorescence, uHTS | activation, % at 20 µM | Endoribonuclease toxin MazF (Escherichia coli (strain K12)), P0AE70 | actives 0.32% (n = 350,000) | FAM/BHQ RNA-DNA oligo cleavage fluorescence, 5 h; in the data active = activation above about 50%
Target sequence (P0AE70 whole entry, looked up): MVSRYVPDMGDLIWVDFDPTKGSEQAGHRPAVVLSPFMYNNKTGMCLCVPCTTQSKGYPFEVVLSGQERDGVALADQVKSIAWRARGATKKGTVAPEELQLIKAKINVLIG
FadD28 binding = inhibitors of FadD28 bisubstrate probe binding, primary screen, biochemical, fluorescence polarization, single point | inhibition, % at 12.5 µM | Mycobacterium tuberculosis FadD28 fatty-acid-AMP ligase | AID 588549, 2011 | actives 0.22% (n = 360,000); in the data active = inhibition above about 8.5%, passing the limit was not always enough; inconclusive = no clear call, values can overlap the other calls
BoNT-F LC inh = BoNT/F light chain protease inhibitors, primary screen, biochemical, flow cytometry, MLPCN library. Botulinum neurotoxin type F light chain protease (Clostridium botulinum). inhibition, % at 10 µM. Multiplex microsphere protease cleavage assay. AID 588497, 2011. actives 0.22% (n = 360,000); in the data active = inhibition above about 35%, passing the limit was not always enough; inconclusive = no clear call, values can overlap the other calls; also: plate controls were buffer without enzyme for full effect and enzyme alone for no effect
PrPC TRFRET = inhibitors of human cell surface prion protein PrPC, primary screen, cell-based, TR-FRET; Major prion protein (Homo sapiens), P04156; TR-FRET read-out; inhibition, % at 13.8 µM; actives 0.43% (n = 370,000); in the data active = inhibition above about 24%; also: 0% = median of the test wells and 100% = reference compound wells
The depositor's hits bear a star; ? = inconclusive; nt = no result given.

Each structure is followed by: BioA inh	Mtb FBA inh	Mtb UGM inh	GDH-TPI counter	Rv3671c protease	MazF activator	FadD28 binding	BoNT-F LC inh	PrPC TRFRET
CCOC(=O)c1ccc(N2C(=O)C(O)=C(C(C)=O)C2c2ccccn2)cc1 (stereo not given)
 : -1.5	0	2.7	14	-1	-5	-2.6	2	-11
Cn1c2ccccc2c(=O)c2ccc(C#Cc3ccccn3)cc21
 : nt	nt	-1.2	nt	-21	-21	nt	nt	-2
Cn1c(=O)[nH]c(=O)c2c1nc(N1CCCCC1)n2CCSc1nc2ccccc2o1
 : -2.3	-1	-1.9	-4	-4	11	-0.2	-11	10
CCOC(=O)C1=C(C)N(CC(C)C)C(=O)C1
 : nt	1	0.1	6	7	0	-0.9	-2	-2
S=c1[nH]nc(-c2ccccn2)n1/N=C/c1cccc2ccccc12
 : nt	4	-3.7	4	-2	-1	0.8	-11	8
COc1ccc(C2=CSC3=NCCN23)cc1
 : 0.4	2	0.2	4	-4	2	0.4	1	0
CC(C)c1ccc(C(=O)Nc2cccnc2)cc1
 : 17	0	-0.8	-7	-3	14	-1.3	16	1
COc1ccc(OCC(=O)NNC(=O)c2c(-c3ccccc3Cl)noc2C)cc1
 : nt	0	2.7	-9	1	-4	-0.9	?	-9
Cc1cc(OCC(=O)N[C@@H](Cc2ccccc2)C(=O)O)c2c3c(c(=O)oc2c1)CCC3
 : 0.2	137*	2.8	24	-6	-1	-2.9	-13	-5
Cc1ccc(SCCCCN2C(=O)NC(C)(C)C2=O)cc1
 : -0.7	-3	-0.6	0	-7	-3	-3.3	-6	-1
CCn1nc(C)c(NC(=O)CSc2nnc(-c3ccco3)n2C)c1C
 : -0.1	2	-1.3	1	-1	7	-0.7	-5	2
CCOc1ccc(N(CC(=O)NCc2ccc(F)cc2)C(=O)c2snc(C(N)=O)c2N)cc1
 : -1.3	6	1.8	16	4	9	-3.9	-1	-1
CC(=O)c1ccccc1OCCOc1ccccc1C(C)=O
 : -1.9	1	2.1	18	-5	10	0.7	?	-1
CC(OC(=O)CN1C(=O)NC2(CCCC2)C1=O)c1ccc(F)cc1 (stereo not given)
 : 0.5	1	1.0	0	-16	3	0.7	-7	-2
Cc1nc2ccc(C(=O)OCc3nnc(-c4ccccc4)o3)cc2nc1C
 : 4.4	0	nt	6	nt	0	-2.1	1	-2
CCCCn1c(SCc2nnc(-c3ccccc3)o2)nc2c1c(=O)n(C)c(=O)n2C
 : 3.8	1	1.4	11	2	-3	0.9	3	-2
C[C@H]1CN([C@@H](C)CO)C(=O)c2c(c3ccccc3n2C)-c2ccccc2CO[C@H]1CN(C)Cc1cccc(F)c1
 : -0.9	1	nt	10	nt	2	0.4	-2	-3
O=C(CN1CCN(c2ccccc2)CC1)c1c[nH]c2ccccc12
 : -0.6	1	1.0	-7	0	-11	-0.9	17	-9
COc1ccc(NC(=O)CNC(=O)Cc2ccccc2)cc1
 : -2.3	-1	-0.9	0	1	0	-1.8	-2	9
CSc1ncnc2c1ncn2CCCNCc1cccc2ccccc12
 : 1.8	3	nt	7	nt	8	-1.8	-4	3
CN(C(=O)CCS(=O)(=O)c1cc2c(cc1Cl)NC(=O)CO2)C1CCCCC1
 : -1.3	0	-2.5	-3	1	-6	-0.3	5	-4
O=C(O)C(=Cc1ccc([N+](=O)[O-])cc1)c1cccc(Cl)c1
 : nt	-1	nt	22	nt	3	0.6	4	-10
CC(=O)Nc1cccc(C(=O)OCC(=O)NC(C)c2ccc(F)cc2)c1 (stereo not given)
 : nt	-2	3.9	-1	-1	-1	-2.7	-1	0
COc1cccc(NC(=O)Cc2nnc(SCC(=O)c3ccccc3)n2C)c1
 : -1.5	83*	nt	5	nt	9	-2.3	1	-2
CCN(CC(=O)Nc1ccccc1C(F)(F)F)C(=O)Cc1sc(C)nc1-c1ccc(F)cc1
 : nt	4	-0.7	6	2	-7	-1.4	?	-5
CC1Oc2cc3oc4c(O)c(O)ccc4c(=O)c3c(O)c2C1(C)C (stereo not given)
 : -0.3	2	2.6	25	-32	-3	1.7	-7	nt
CCCc1ccc(NC(=O)C2CCCN(c3cnccn3)C2)cc1 (stereo not given)
 : -0.1	0	1.2	12	1	3	-1.0	-7	-2
COC(=O)C1=C(c2ccc(OCc3ccccc3)cc2)C[C@@H]2CC[C@H]1N2C(=O)NCc1ccc(C(C)(C)C)cc1
 : -2.8	-2	nt	-6	nt	2	-3.5	1	12
O=C(NCc1cccc(C(F)(F)F)c1)C1CC(c2ccccc2C(F)(F)F)=NO1 (stereo not given)
 : -1.3	-1	-1.8	6	-19	0	-1.2	-2	3
CCOc1ccc(Cl)cc1S(=O)(=O)NCc1cccnc1
 : nt	4	1.1	5	3	4	1.8	-14	3
COc1ccc(/C=C2\SC(=S)N(CC(=O)OCC(=O)Nc3ccc(C)cc3Cl)C2=O)cc1
 : nt	-5	-0.1	6	0	-21	0.0	11	-7
COc1ccc(C(NC(=O)CN2C(=O)NC3(CCc4ccccc43)C2=O)c2ccc(OC)cc2)cc1 (stereo not given)
 : 8.6	-4	nt	5	nt	4	-6.1	1	2
CCOC(=O)c1ccc(NC(=O)c2nn(C)cc2Br)cc1
 : -1.6	2	1.3	5	-14	-10	0.8	8	4
O=C(Nc1nc(=O)n(C(=O)c2cccc(C(F)(F)F)c2)s1)c1ccccc1
 : -1.6	-4	2.4	14	9	-11	-1.0	-8	-1
COc1cccc(OCc2nnc(SCC(=O)NCc3ccco3)n2CCc2ccccc2)c1
 : 7.7	-2	-1.3	-16	-13	-5	-4.5	2	0
Cc1ccc(CN(Cc2cc3cccc(C)c3[nH]c2=O)C(=S)NCCCN(C)C)cc1
 : 0.1	0	3.0	5	4	23	-5.7	-7	-8
Cc1ccc(NC(=O)C2COc3ccccc3O2)cc1C (stereo not given)
 : -0.9	-1	-0.1	-2	-9	5	-3.8	?	nt
CCC(=O)Nc1cc(C(=O)OC(C(=O)c2ccc(C)c(C)c2)c2ccccc2)ccc1C (stereo not given)
 : -1.9	1	-0.2	20	-33	-12	0.4	?	0
Cc1ccc(OC(=S)Nc2ccc(F)cc2)cc1
 : -2.0	2	0.9	16	7	-26	0.7	4	7
COc1cc(CN2CCC(n3nccc3NC(=O)c3ccc4c(c3)OCO4)CC2)ccc1O
 : 0.5	3	0.4	-1	-3	5	-1.3	3	-4
COc1ccc(-c2csc(NC(=O)CSc3n[nH]c(N)n3)n2)cc1
 : nt	-3	-0.3	-10	5	6	-4.8	-11	8
CC(=O)c1cccc(NC(=O)C2CCCN2S(=O)(=O)c2cccs2)c1 (stereo not given)
 : 3.9	1	nt	11	nt	4	-2.1	-4	-4
N/C(=N/OC(=O)c1ccccc1Cl)c1nonc1N
 : nt	0	-2.0	-7	7	17	-4.3	-2	0
N#Cc1ccsc1NC(=O)CSc1nncs1
 : 0.0	-1	2.1	6	3	-84	-2.4	-6	9
COc1ccc(CCNC(=O)/C=C/C(=O)O)cc1OC
 : nt	-8	3.2	-10	6	-4	-4.9	3	3
CCCC(O)(CCC)C(=O)NN(C(=O)CCl)c1cccc(C)c1
 : nt	-2	1.0	3	0	-3	-0.4	-8	-1
CN(C)c1ccc(CNC(=O)C2(C)Cc3c(-c4cccc(C(F)(F)F)c4)ccnc3O2)cc1 (stereo not given)
 : -0.2	-3	nt	3	nt	nt	-2.6	-5	3
COc1cccc(-c2nc(CS(=O)(=O)CC(=O)NCCCc3ccccc3)c(C)o2)c1
 : -1.5	2	2.6	7	1	-1	-1.0	2	8
CC(C)(C)c1ccc(-c2noc(CCC(=O)NCc3ccco3)n2)cc1
 : nt	0	1.0	2	6	-14	-0.3	-2	8
COCc1c(C(=O)N/N=C(/C)c2ccccc2)nnn1-c1nonc1N
 : nt	5	0.7	2	2	7	-2.5	-5	6
COc1cccc(/C=N/NC(=O)c2ccccc2N(Cc2ccccc2)S(=O)(=O)c2ccccc2)c1OC
 : nt	7	0.3	5	0	-2	0.1	-9	0
O=C(O)c1ccc([N+](=O)[O-])cc1
 : -1.4	0	nt	-7	nt	8	0.1	-6	-13
Cc1cccc(NC(=S)N2CCCCCC2)c1
 : nt	3	-3.1	5	1	0	-0.9	5	0
O=C(NC1CCCCC1)C(c1ccc(Cl)cc1)N1CCC2(CC1)OCCO2 (stereo not given)
 : -2.1	2	-4.8	11	4	-5	0.8	10	4
O=C(CSc1nc2nc3c(cc2c(=O)n1-c1ccccc1)CCCC3)Nc1ccccc1
 : 0.5	3	-3.7	-1	-11	-13	-3.6	1	9
O=C(COC(=O)c1cncc(Br)c1)NCc1ccc(F)cc1
 : 0.3	0	-1.1	21	2	4	-0.2	9	6
COc1ccccc1-c1ccc(SCC(=O)NCCc2ccccc2)nn1
 : 0.2	0	1.8	1	11	17	-0.1	-1	-4
Clc1ccc(C[n+]2c(-c3ccccc3)cc(-c3ccccc3)cc2-c2ccccc2)cc1
 : 31	38*	1.8	15	-2	28	-4.0	-9	2
CCOC(=O)c1cc(-c2csc(N/N=C/c3ccccc3Cl)n2)on1
 : nt	4	0.3	-3	2	-1	-2.0	?	2
COc1ccc(N2CCN(C(=O)C3Cc4ccccc4CN3C(=O)c3ccccc3)CC2)cc1 (stereo not given)
 : 1.7	3	0.3	5	0	3	-4.2	-12	9

Whole records as entered above:
Shown for CC(=O)c1cccc(NC(=O)C2CCCN2S(=O)(=O)c2cccs2)c1 (stereo not given) : BioA inh = 3.9; Mtb FBA inh = 1; Mtb UGM inh = nt; GDH-TPI counter = 11; Rv3671c protease = nt; MazF activator = 4; FadD28 binding = -2.1; BoNT-F LC inh = -4; PrPC TRFRET = -4
Shown for O=C(Nc1nc(=O)n(C(=O)c2cccc(C(F)(F)F)c2)s1)c1ccccc1 : BioA inh = -1.6; Mtb FBA inh = -4; Mtb UGM inh = 2.4; GDH-TPI counter = 14; Rv3671c protease = 9; MazF activator = -11; FadD28 binding = -1.0; BoNT-F LC inh = -8; PrPC TRFRET = -1

(continued)
Each structure is followed by: BioA inh	Mtb FBA inh	Mtb UGM inh	GDH-TPI counter	Rv3671c protease	MazF activator	FadD28 binding	BoNT-F LC inh	PrPC TRFRET
CC(C)(C)c1ccc(C(=O)N2CCN(c3ncccn3)CC2)cc1
 : nt	-2	-0.7	0	-7	7	-0.3	-14	-8
COc1ccc(C(=O)COC(=O)CCc2ccccc2)cc1
 : -0.8	-3	0.5	9	15	2	-0.4	0	-4
CN(C)S(=O)(=O)NCCNC(=O)c1cc(OCC(F)(F)F)ccc1OCC(F)(F)F
 : nt	2	3.0	9	-6	-9	-1.2	0	-5
Cc1ccc(Nc2nc(CSc3nnc(-c4ccncc4)n3C)cs2)cc1
 : 1.6	0	5.2	4	-1	6	-0.9	3	6
COc1ccccc1N=Nc1c(O)[nH]c(=S)[nH]c1=O
 : nt	-44	-0.2	7	2	-73	1.3	-3	-29
CCC(C)NC(=O)C1CCCCN1S(=O)(=O)c1ccc(F)cc1 (stereo not given)
 : -6.0	2	4.1	7	4	-6	1.9	0	-4
CCC(=O)Nc1nnc(CSCc2ccccc2)s1
 : -0.8	8	-1.9	-10	0	0	-4.3	3	4
COc1ccc(C(=O)O)cc1S(=O)(=O)N1CCN(c2ccccn2)CC1
 : 1.3	5	2.9	-5	-3	-11	-2.6	2	1
Cc1cc(=O)oc2cc(OC(=O)c3ccco3)ccc12
 : nt	194*	nt	-3	nt	3	-2.4	2	4
COC(=O)Cn1nc(-c2ccccc2)n(-c2ccccc2)c1=S
 : -1.4	1	-0.2	-4	-8	0	-4.8	-11	-2
O=C(Nc1ccc(Nc2ccccc2)cc1)c1ccc(Cl)cc1
 : -0.3	-2	4.1	5	19	-7	-4.1	-3	3
